PolyA inh = polyadenylation inhibitors in yeast reporter cells, primary screen, luminescence, S. cerevisiae; S. cerevisiae SKY197-pL101 polyadenylation reporter, beta-gal luminescence; efflux-impaired pdr1/pdr3 knockout yeast; score 100 = 6 SD above DMSO; 300,000 compounds, 0.02% hits; calls only at 12 µM;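 active = lowest replicate activity score at least 50, where 100 means six control SD above control mean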;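 note: yeast exposed to compound for 9 h at 30 °C; higher score means more reporter readthrough which indicates perturbed polyadenylation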
IEC-6 cytotox = cytotoxicity in IEC-6 intestinal epithelial cells, primary screen, cytotoxicity control for KLF5 inhibitor project, cell-based, luminescence | IEC-6 cytotoxicity, luminescence viability | 290,000 compounds, 0.78% hits | inhibition, % at 5 µM; in the data active = inhibition above about 22%;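 note: 0% = plate median of test compound wells and 100% = cytotoxic reference compound wells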
GSK3beta inhib = human GSK3beta kinase inhibitors, primary screen, biochemical, cell-free homogeneous, HTS. 300,000 compounds, 0.038% hits. Glycogen synthase kinase-3 beta (Homo sapiens), P49841. activity score (negative = inhibition), % at 10 µM. GST-GSK3beta kinase, ADP-Glo luminescence, 60 min; active compounds read low;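 active = more than half of replicate wells score below -50%, meaning over 50% inhibition versus plate controls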;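 note: 0% = median DMSO wells and -100% = median GW8510 positive control wells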
Target sequence (P49841 whole entry, looked up): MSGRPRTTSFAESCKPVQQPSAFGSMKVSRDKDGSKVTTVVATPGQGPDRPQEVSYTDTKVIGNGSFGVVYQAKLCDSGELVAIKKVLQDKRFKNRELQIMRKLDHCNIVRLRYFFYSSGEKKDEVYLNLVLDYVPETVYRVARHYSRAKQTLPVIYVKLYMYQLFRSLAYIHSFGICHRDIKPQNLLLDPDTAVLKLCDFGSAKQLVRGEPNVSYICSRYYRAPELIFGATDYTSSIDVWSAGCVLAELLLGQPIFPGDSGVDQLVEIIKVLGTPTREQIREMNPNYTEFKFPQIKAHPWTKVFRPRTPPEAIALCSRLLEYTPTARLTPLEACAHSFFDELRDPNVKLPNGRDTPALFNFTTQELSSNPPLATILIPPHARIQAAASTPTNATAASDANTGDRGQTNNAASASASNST
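Assay system: GST-tagged human GSK3beta kinase, cell-free; Input: 1.6 ng GSK3beta; Medium: Tris/MgCl2 kinase buffer; Timing: 60 min enzyme reaction, room temperature; Signal: ADP-Glo luminescence quantifying ADP generated by kinase; Evaluation: score relative to plate controls; Benchmarks: DMSO neutral wells and GW8510 at 20 µM as positive.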
HSF1 inh = HSF1 inhibitors in luciferase reporter cells, primary screen, cell-based, NIH3T3, luminescence. NIH3T3-HGL HSE-luciferase, MG132-induced, luminescence 8 h; active compounds read low. activity change, negative = inhibition, % at 7.5 µM (by protocol). 300,000 compounds, 0.77% hits. AID 2098, 2009;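 active = more than half of replicate wells show activity change below -50%, luminescence cut by over half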;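 note: luciferase reports HSF-1 transcriptional activity via heat shock element; 0% = median of DMSO wells and -100% = zero luminescence signal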
aSyn 5UTR inh = MLPCN primary screen, SNCA 5' untranslated region. alpha-synuclein 5'UTR reporter, inhibitor activity. inhibition, % (tested at 7.5 µM). 300,000 compounds, 0.82% hits; in the data active = inhibition above about 60%;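 note: H4 neuroglioblastoma cells stably carrying SNCA 5'UTR luciferase fusion; 0% = DMSO wells and 100% = positive control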
AI-2 QS mod = Vibrio harveyi AI-2 quorum sensing modulators, primary screen, JMH597 strain, luminescence/OD600 ratio; 300,000 compounds, 0.4% hits; activity change, % at 7.5 µM; AID 2094, 2009; Vibrio harveyi JMH597 AI-2 luminescence/OD600 ratio, 9 h; active compounds read low; strain lacks LuxN and CqsS sensors; 0 = neutral-control median; in the data active = activity change below about -75%, passing the limit was not always enough;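 note: luminescence divided by OD600 gain over 9 h not by final OD600 alone; inactives centre near 13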
GSK3 alpha inh = blockers of GSK3A enzyme activity – biochemical, luminescence, cell-free homogeneous, HTS, primary screen; GSK-3 alpha kinase, ADP-Glo luminescence, 60 min; Glycogen synthase kinase-3 alpha (Homo sapiens), P49840; inhibition, % at 10 µM; AID 2650, 2010; 320,000 compounds, 0.1% hits;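 in the data active = inhibition above about 50%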;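 note: GST-tagged GSK-3 alpha with peptide substrate and 25 µM ATP; 0% = DMSO neutral wells and 100% = GW8510 positive control wells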
Target sequence (P49840 whole entry, looked up): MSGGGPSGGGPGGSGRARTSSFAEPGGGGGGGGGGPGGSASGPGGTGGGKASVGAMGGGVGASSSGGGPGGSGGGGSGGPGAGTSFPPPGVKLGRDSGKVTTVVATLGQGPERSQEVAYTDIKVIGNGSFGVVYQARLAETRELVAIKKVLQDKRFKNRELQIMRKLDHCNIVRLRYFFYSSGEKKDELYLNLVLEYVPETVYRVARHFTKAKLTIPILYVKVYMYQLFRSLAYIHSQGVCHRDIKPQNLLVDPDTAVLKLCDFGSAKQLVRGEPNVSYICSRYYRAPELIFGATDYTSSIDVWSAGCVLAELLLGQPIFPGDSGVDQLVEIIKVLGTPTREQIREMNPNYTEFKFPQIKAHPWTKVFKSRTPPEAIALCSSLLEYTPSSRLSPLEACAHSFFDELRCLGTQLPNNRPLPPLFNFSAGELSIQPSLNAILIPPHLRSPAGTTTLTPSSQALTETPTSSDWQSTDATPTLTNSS
HSF-1 act = HSF-1 activators, primary screen, NIH3T3-HGL cells, MG132 stress, luminescence, single point; NIH3T3-HGL HSF-1 luciferase reporter, 8 h; 100% = twice DMSO control signal; activation, % at 9 µM; 300,000 compounds, 1.7% hits; AID 504408, 2011;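 active = mean replicate activation of at least 50% with a set share of replicates each reaching 50%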;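 note: 0% = median of the neutral control wells and 100% = twice that signal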
KLF5 inhibitor = KLF5 expression inhibitors, primary screen, DLD-1 cells, luminescence | DLD-1 KLF5 promoter-luciferase reporter | inhibition, % at 5 µM | 290,000 compounds, 0.23% hits | AID 1700, 2009;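 active = inhibition above a per-plate limit of that plate's mean compound inhibition plus 3 SD, cut at about 60% in these data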;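 note: 0% = DMSO wells and 100% = LY294002 at 200 µM; higher means less KLF5 promoter-driven luciferase light; inactives centre near -14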
HSP90 refold inh = HSP90 inhibitors, primary screen, cell lysate, luminescence | AID 1789, 2009 | Rabbit reticulocyte lysate, luciferase refolding luminescence, 3 h | inhibition, % at 5.6 µM | Heat shock protein HSP 90 (rabbit reticulocyte lysate; luciferase refolding) | 290,000 compounds, 0.91% hits;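 active = inhibition above the screen-wide mean plus 3 SD, computed separately per campaign, cut at about 16% in these data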;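 note: 0% = DMSO wells and 100% = 60 µM geldanamycin wells; inhibitors lower the luminescence because luciferase stays unfolded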
* hit, by the source's call; i = inactive; x = not tested or not shown. These rows are one share of the data, so the mix of outcomes need not match the whole.

| item | Structure | PolyA inh | IEC-6 cytotox | GSK3beta inhib | HSF1 inh | aSyn 5UTR inh | AI-2 QS mod | GSK3 alpha inh | HSF-1 act | KLF5 inhibitor | HSP90 refold inh |
| --- | --- | --- | --- | --- | --- | --- | --- | --- | --- | --- | --- |
| 1 | Cc1ccc2nc(NC(=O)C3CCCN(S(=O)(=O)c4cccnc4)C3)sc2c1 (stereo unspecified) | i | -8 | 5 | -1 | -16 | 19 | -2 | -3 | -5 | -6 |
| 2 | O=C(CSc1n[nH]c(-c2ccc(S(=O)(=O)N3CCCCC3)cc2)n1)Nc1nccs1 | i | -1 | -1 | -2 | 20 | 19 | 0 | -2 | -29 | 0 |
| 3 | Cn1c(N)c(C(=O)c2ccc(F)cc2F)c(=O)n(C)c1=O | i | 3 | -4 | -3 | 0 | 12 | 2 | -22 | -10 | -1 |
| 4 | O=C(COc1ccc([N+](=O)[O-])cc1)Nc1cc(C(=O)O)cc(C(=O)O)c1 | i | 4 | 1 | -5 | -16 | 7 | 4 | -16 | -6 | 1 |
| 5 | O=C(Nc1ccccn1)c1sc2cc([N+](=O)[O-])ccc2c1Cl | i | 2 | 0 | 16 | -161 | 10 | -1 | 34 | -97 | 2 |
| 6 | CC1CC1C(=O)NCCc1ccc(Cl)cc1 (stereo unspecified) | i | -1 | 4 | 3 | -18 | 13 | 1 | 9 | -26 | -4 |
| 7 | CCOCCn1c(SC)nc2c1c(=O)[nH]c(=O)n2C | i | -4 | 0 | 0 | 11 | 15 | 5 | -2 | 3 | 2 |
| 8 | CC(C)CN1CCN(C(=O)CCc2nnc(Cc3c[nH]c4ccccc34)o2)[C@@H](C)C1=O | i | 2 | 4 | 10 | -7 | 0 | 1 | 9 | -38 | -4 |
| 9 | CCc1ccc(NC(=O)C2CCN(S(=O)(=O)c3ccc4c(c3)CC(C)N4C(C)=O)CC2)cc1 (stereo unspecified) | i | 13 | 1 | 4 | 44 | 7 | 0 | 6 | -19 | -1 |
| 10 | CC(=O)NS(=O)(=O)c1ccc(NC(=O)c2ccc3c(c2)C(=O)N(CCC(C)C)C3=O)cc1 | i | -8 | -4 | -3 | 2 | 38 | -1 | -10 | 13 | -2 |
| 11 | COc1ccc(-c2nc(CN3CCN(Cc4ccccc4)CC3)c(C)o2)cc1 | i | 0 | 2 | -6 | 3 | 13 | -3 | 4 | -24 | 3 |
| 12 | CCCNC(=O)c1cc(S(=O)(=O)N2CCc3ccccc32)cn1C | i | 4 | 2 | -1 | 0 | 4 | 6 | 1 | -7 | -6 |
| 13 | COC(=O)c1ccccc1NC(=O)Nc1ccc(Cl)cn1 | i | -2 | 3 | -2 | 4 | 14 | -1 | 0 | -36 | -2 |
| 14 | CCCOC(=O)c1cc(NC(=O)/C=C/c2ccccc2)ccc1O | i | 1 | 4 | 2 | -3 | 3 | -1 | 16 | -47 | 2 |
| 15 | CC(C)CNC(=S)N1CCC(Cc2ccccc2)CC1 | i | -2 | 3 | 0 | 12 | 16 | -2 | -10 | -37 | -5 |

Nine entries from above, with two lines to a compound.
Second line of a record: PolyA inh	IEC-6 cytotox	GSK3beta inhib	HSF1 inh	aSyn 5UTR inh	AI-2 QS mod	GSK3 alpha inh	HSF-1 act	KLF5 inhibitor	HSP90 refold inh
6. CC1CC1C(=O)NCCc1ccc(Cl)cc1 (stereo unspecified)
  i	-1	4	3	-18	13	1	9	-26	-4
7. CCOCCn1c(SC)nc2c1c(=O)[nH]c(=O)n2C
  i	-4	0	0	11	15	5	-2	3	2
8. CC(C)CN1CCN(C(=O)CCc2nnc(Cc3c[nH]c4ccccc34)o2)[C@@H](C)C1=O
  i	2	4	10	-7	0	1	9	-38	-4
9. CCc1ccc(NC(=O)C2CCN(S(=O)(=O)c3ccc4c(c3)CC(C)N4C(C)=O)CC2)cc1 (stereo unspecified)
  i	13	1	4	44	7	0	6	-19	-1
10. CC(=O)NS(=O)(=O)c1ccc(NC(=O)c2ccc3c(c2)C(=O)N(CCC(C)C)C3=O)cc1
  i	-8	-4	-3	2	38	-1	-10	13	-2
11. COc1ccc(-c2nc(CN3CCN(Cc4ccccc4)CC3)c(C)o2)cc1
  i	0	2	-6	3	13	-3	4	-24	3
12. CCCNC(=O)c1cc(S(=O)(=O)N2CCc3ccccc32)cn1C
  i	4	2	-1	0	4	6	1	-7	-6
13. COC(=O)c1ccccc1NC(=O)Nc1ccc(Cl)cn1
  i	-2	3	-2	4	14	-1	0	-36	-2
14. CCCOC(=O)c1cc(NC(=O)/C=C/c2ccccc2)ccc1O
  i	1	4	2	-3	3	-1	16	-47	2

Continued.
| item | Structure | PolyA inh | IEC-6 cytotox | GSK3beta inhib | HSF1 inh | aSyn 5UTR inh | AI-2 QS mod | GSK3 alpha inh | HSF-1 act | KLF5 inhibitor | HSP90 refold inh |
| --- | --- | --- | --- | --- | --- | --- | --- | --- | --- | --- | --- |
| 16 | CN(CC(=O)Nc1cccc(F)c1)C(=O)CCCc1nc2ccccc2c(=O)[nH]1 | i | x | 1 | -3 | 11 | 6 | x | -13 | x | x |
| 17 | Cc1cc(-c2csc(NC(=O)c3ccc(C#N)cc3)n2)c(C)n1Cc1ccccc1 | x | -2 | 1 | -6 | 16 | 7 | -3 | 1 | -7 | 7 |
| 18 | COc1ccc(/C=C2\SC(N3CCCCC3)=NC2=O)cc1 | i | 3 | 3 | 4 | -92 | 22 | 2 | 5 | -51 | -2 |
| 19 | O=C(Nc1nccs1)c1cccc(S(=O)(=O)N2CCCCC2)c1 | i | 9 | 6 | -6 | 12 | 27 | -2 | -5 | -12 | -2 |
| 20 | Cc1ccc(S(=O)(=O)c2nc(S(C)(=O)=O)sc2N2CCN(C)CC2)cc1 | i | -12 | -2 | 0 | -12 | -4 | -3 | -1 | -16 | 5 |
| 21 | COC(=O)c1ccccc1NC(=O)CCS(=O)(=O)c1cc2c(cc1C)NC(=O)CO2 | i | -3 | 0 | 0 | 6 | 17 | 4 | 0 | 1 | 1 |
| 22 | CN(C)C(/C=C/Nc1ccc([N+](=O)[O-])cc1)=C(C#N)C#N | i | -4 | 0 | -9 | -2 | 14 | -1 | 2 | 6 | 1 |
| 23 | CN1CCN(C(=O)c2ccccc2Nc2ccc(SC(F)F)cc2)CC1 | i | 3 | 0 | -4 | -16 | 15 | -2 | 8 | -18 | 1 |
| 24 | CCCCN(c1ccccc1)c1ncnc2nc[nH]c12 | i | 1 | -6 | -2 | 17 | 21 | 20 | -5 | 4 | -1 |
| 25 | NNC(=O)CNC(=O)c1ccc(F)cc1 | i | -6 | -25 | 0 | 0 | -1 | 8 | 20 | -15 | -7 |
| 26 | Cn1c(SCC(=O)OC2CCCCC2)nnc1-c1ccc(S(=O)(=O)N2CCCC2)cc1 | i | -1 | 3 | 10 | -4 | 28 | -2 | 6 | -16 | 3 |
| 27 | Cc1nc(NC(=O)/C=C/c2ccco2)sc1C | i | 6 | 1 | 27 | -199 | 6 | 2 | 39 | -37 | -1 |
| 28 | COc1ccc(C(=O)Oc2ccc(/C=N/O)cc2)cc1 | i | -4 | 1 | -64* | 5 | 4 | -2 | -71 | -31 | -1 |
| 29 | CC(=O)NC(CCS(C)(=O)=O)C(=O)Nc1cccc2ccccc12 (stereo unspecified) | i | -6 | 3 | 0 | -7 | 10 | -1 | 1 | -44 | 0 |
| 30 | COc1cc(OC)cc(C(=O)Nc2ccc(S(=O)(=O)Nc3cc(C)nc(C)n3)cc2)c1 | i | -2 | 2 | 4 | -9 | 30 | -2 | 5 | -5 | -3 |
| 31 | CCOC(=O)c1c(C)n(-c2ccc(C)cc2)c2c(C(C(C)=O)C(=O)O)c(Br)c(O)c(O)c12 (stereo unspecified) | i | -6 | 15 | 11 | -4 | 46 | -3 | -1 | -21 | -3 |
| 32 | CCOc1ccc(NC(=O)CCC(=O)NNC(=O)c2ccco2)cc1 | i | -2 | 1 | -3 | 3 | 9 | -1 | -5 | -12 | -5 |
| 33 | CN1CCCCCC1=Nc1ccc([N+](=O)[O-])cc1 | i | x | 4 | -7 | 7 | 17 | -3 | -6 | x | x |
| 34 | CCOC(=O)[C@H]1CCC[C@@H](NS(=O)(=O)c2ccc(NC(C)=O)cc2)C1 | i | 4 | 2 | -1 | 21 | -6 | -1 | -7 | -19 | 1 |
| 35 | CC(=O)NO | i | x | 0 | -4 | 10 | 9 | 3 | 2 | x | x |
| 36 | CCOCCCNC(=O)c1cc2c(s1)-c1ccccc1SC2 | i | 0 | -1 | 4 | -25 | 17 | -1 | 4 | 1 | 7 |
| 37 | COc1nc(-c2ccccc2)ccc1-c1noc(-c2cccs2)n1 | i | -1 | 2 | 19 | -198 | 10 | 0 | 49 | -34 | 0 |
| 38 | O=C(Nc1nncs1)c1cccc(S(=O)(=O)N2CCCC2)c1 | i | 2 | 4 | -7 | -11 | 25 | 1 | -9 | -45 | 4 |
| 39 | O=C(Nc1ccc(O)c(-c2nc3ccccc3s2)c1)c1cc(=O)c2ccccc2o1 | i | -2 | -3 | -11 | -23 | -3 | -1 | 3 | -5 | 2 |
| 40 | CC(=O)Nc1ccc(OCC(O)Cn2c(C(C)C)nc3ccccc32)cc1 (stereo unspecified) | i | 8 | 0 | -3 | -1 | 19 | -1 | -2 | -18 | 1 |
| 41 | COc1ccc(Br)cc1S(=O)(=O)Nc1ncccc1C | i | -4 | 3 | -88* | -2 | 7 | -1 | -90 | -42 | -6 |
| 42 | COc1ccc(NC(=O)c2ccccc2SC)cc1OC | i | 1 | -5 | 7 | -5 | 5 | -1 | 25 | -1 | -1 |
| 43 | COc1cccc(C(=O)NCC2CCCN(C(=O)c3ccc(C=O)cc3)C2)c1OC (stereo unspecified) | i | 0 | 2 | -2 | -10 | 27 | -4 | 9 | -42 | -3 |
| 44 | CCOC(=O)C(=O)N/N=C/c1ccc(F)cc1 | i | 2 | 0 | 5 | -8 | 16 | 0 | -2 | -18 | 3 |
| 45 | CCSc1nnc(NC(=O)CSc2nc3c(c(=O)n2CC)SC(C)C3)s1 (stereo unspecified) | i | -2 | 3 | -4 | -16 | 19 | -1 | 6 | -20 | 3 |
| 46 | Cc1ccc(C2=Nc3c(ccc4ccccc34)C(c3ccncc3)=NN2)cc1 | i | 5 | 1 | 5 | -5 | 26 | x | 10 | -13 | 1 |
| 47 | COCCn1c(-c2cccc([N+](=O)[O-])c2)nc2c1c(=O)[nH]c(=O)n2Cc1ccccc1 | i | -2 | 3 | 13 | 21 | 2 | x | 22 | -35 | -2 |
